Screens: PubChem BioAssay, several laboratories
AID364: cytotoxicity toward Jurkat T cells, primary screen, cell-based, Jurkat E6.1, NIH starter set (AID 364); Jurkat E6.1 viability, ATP luminescence, 48 h; higher % means a stronger effect; one-dose inhibition, % at 4 µM; CC50 in µM for titrated hits; 3,300 compounds, 2% hits;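 active = concentration giving half-maximal inhibition at or below 20 micromolar; inactive = half-maximal concentration above 20 micromolar, or not dose tested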;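 also: 100% = cells treated with 4 µM doxorubicin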
AID772: HT29 colon tumor cell growth inhibition, primary screen, imaging, high content imaging, 72 h, CellTiter-Glo (AID 772); HT29 cell growth, HCS imaging cell count, 72 h; hits give high values; growth inhibition, % at 10 µM; 3,300 compounds, 0.6% hits;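 active = growth inhibition above 90%, meaning viable cell count cut by more than 90% versus vehicle controls; inactive = growth inhibition below 90%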
HT29 cell growth-1: HT29 colon tumor cell growth inhibition, primary screen, imaging, high content imaging, 24 h, CellTiter-Glo (AID 770). HT29 cell number by imaging, 24 h; hits give high values. growth inhibition, % at 10 µM. 3,300 tested, under 10 active;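 active = growth inhibition above 90% in viable cell count at a single dose; inactive = growth inhibition below 90%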
HT29 cell growth-2: HT29 colon tumor cell growth inhibition, primary screen, imaging, high content imaging, 48 h, CellTiter-Glo (AID 771); HT29 cell growth, HCS imaging cell count, 48 h; hits give high values; growth inhibition, % at 10 µM; 3,300 compounds, 2% hits;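 active = growth inhibition above 90%, meaning viable cell count by imaging cut by more than 90% versus vehicle controls; inactive = growth inhibition below 90%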;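 also: percent fewer viable cells counted by imaging than vehicle controls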
A549 proliferation: A549 NSCLC cell proliferation inhibitors – ATP luminescence, human non-small cell lung line, primary screen (AID 371). A549 growth inhibition, ATP luminescence; hits give high values. growth inhibition, % at 10 µM. 3,300 compounds, 8.4% hits;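 active = mean growth inhibition over the two runs of 50% or more; inactive = mean growth inhibition under 50%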;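 also: compound exposure lasted 72 h before the ATP read; 0% = untreated cell signal and 100% = no luminescence left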
HT29 cell growth-1 condensed nuclei: recorded beside HT29 cell growth-1, whose call it bears; condensed nuclei, %; measured here: percent cells with condensed nuclei;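 share of cells whose nuclear area falls below control median minus 1.5 SD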
HT29 cell growth-1 ATP viability: also measured in HT29 cell growth-1; calls as there; growth inhibition, %; measured here: ATP CellTiter-Glo viability
HT29 cell growth-2 condensed nuclei: also measured in HT29 cell growth-2; calls as there; condensed nuclei, %; measured here: percent cells with condensed nuclei;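 condensed means Hoechst nuclear area under control median minus 1.5 SD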
HT29 cell growth-2 ATP viability: recorded beside HT29 cell growth-2, whose call it bears; growth inhibition, %; measured here: ATP CellTiter-Glo viability inhibition
AID772 condensed nuclei: recorded beside AID772, whose call it bears; condensed nuclei, %; measured here: percent cells with condensed nuclei;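 condensed means nuclear area below control median minus 1.5 SD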
AID772 second: second read-out of AID772, no call of its own (marks repeat the call); growth inhibition, %; measured here: ATP CellTiter-Glo viability
Starred values were filed as active, the others as inactive; / = no result given. The list is partial. The share of hits here may be higher or lower than overall.

Key to letters: A = AID364; B = AID772; C = AID772 condensed nuclei; D = AID772 second; E = HT29 cell growth-1; F = HT29 cell growth-1 condensed nuclei; G = HT29 cell growth-1 ATP viability; H = HT29 cell growth-2; I = HT29 cell growth-2 condensed nuclei; J = HT29 cell growth-2 ATP viability; K = A549 proliferation
1	O=c1[nH]c(=O)n(Cc2ccco2)c(O)c1C=NCCCn1ccnc1
  A: -1% | B: -48 | C: 3 | D: -30 | E: 21 | F: 2.3 | G: 4 | H: 21 | I: 4.2 | J: 3 | K: -6
2	O=C(Nc1ccncc1)c1c(O)c2ccccc2n(Cc2ccccc2)c1=O
  A: 6% | B: -69 | C: 3 | D: -50 | E: -42 | F: 3.1 | G: -10 | H: -29 | I: 1.6 | J: -27 | K: 68*
3	CC1CN=C(Nc2ccc(N(C)C)cc2)S1 (configuration not stated)
  A: 5% | B: 19 | C: 11 | D: 34 | E: 50 | F: 2.9 | G: 22 | H: 9 | I: 4.1 | J: 13 | K: 0
4	Cn1c(O)c(C=NCCCNC2CCCCC2)c(=O)n(C)c1=O
  A: -6% | B: 56 | C: 3 | D: 13 | E: -3 | F: 2.5 | G: -3 | H: -48 | I: 1.6 | J: -35 | K: 1
5	CC1=NOC2(C)Nc3ncnn3C(c3ccccc3)C12 (configuration not stated)
  A: -6% | B: -8 | C: 3 | D: -30 | E: -20 | F: 2.5 | G: -8 | H: 1 | I: 2.9 | J: -24 | K: 6
6	CNC(=O)N(C)c1nnc(C(C)(C)C)s1
  A: 6% | B: -58 | C: 4 | D: -63 | E: -21 | F: 4.9 | G: -9 | H: -54 | I: 2.0 | J: -19 | K: 5
7	CCCCOCCCn1c(N)c(C(=O)OCCOC)c2nc3ccccc3nc21
  A: 7% | B: 95* | C: 17* | D: 58* | E: -14 | F: 1.4 | G: -9 | H: 53 | I: 6.9 | J: 17 | K: 23
8	CCCCCCn1c(O)c(C=NC2CCN(Cc3ccccc3)CC2)c(=O)[nH]c1=O
  A: 16% | B: 54 | C: 13 | D: 57 | E: 3 | F: 1.1 | G: 23 | H: 45 | I: 4.6 | J: 39 | K: 23
9	OC(c1ccc(F)cc1)C(c1ccccc1)N1CCOCC1 (configuration not stated)
  A: -3% | B: 9 | C: 3 | D: 10 | E: -35 | F: 1.7 | G: -5 | H: -6 | I: 1.0 | J: 3 | K: 7
10	COC(=O)C(c1ccccc1)N1CCCCCC1 (configuration not stated)
  A: -1% | B: -59 | C: 2 | D: -36 | E: 7 | F: 5.7 | G: -3 | H: 20 | I: 2.5 | J: -18 | K: 5

(further entries)
Key to letters: A = AID364; B = AID772; C = AID772 condensed nuclei; D = AID772 second; E = HT29 cell growth-1; F = HT29 cell growth-1 condensed nuclei; G = HT29 cell growth-1 ATP viability; H = HT29 cell growth-2; I = HT29 cell growth-2 condensed nuclei; J = HT29 cell growth-2 ATP viability; K = A549 proliferation
11	CN1CC[C@@]23CCCC[C@@H]2[C@@H]1Cc1ccc(O)cc13
  A: -8% | B: -18 | C: 3 | D: -11 | E: -3 | F: 4.8 | G: -18 | H: 0 | I: 5.0 | J: / | K: 12
12	COC(=O)C(O)(c1c[nH]c2ccccc12)C(F)(F)F (configuration not stated)
  A: -3% | B: -14 | C: 3 | D: -11 | E: -9 | F: 3.2 | G: -9 | H: -8 | I: 2.1 | J: 3 | K: 1
13	CC1(C)CC(n2[nH]c(=O)c3c2NC(=O)CSC3c2ccccc2)CCO1 (configuration not stated)
  A: 5% | B: 13 | C: 9 | D: -15 | E: 29 | F: 12 | G: -9 | H: 68 | I: 3.9 | J: -9 | K: 4
14	COc1ccc2c(c1OC)C(=O)OC2c1c(O)n(C2CCCCC2)c(=O)[nH]c1=O (configuration not stated)
  A: -9% | B: -48 | C: 2 | D: -30 | E: -17 | F: 3.5 | G: -10 | H: -27 | I: 0.9 | J: -12 | K: -1
15	Cc1c(N=Cc2c(O)n(CCc3ccc(F)cc3)c(=O)[nH]c2=O)c(=O)n(-c2ccccc2)n1C
  A: 5% | B: -29 | C: 3 | D: -28 | E: -13 | F: 4.0 | G: -12 | H: 68 | I: 1.6 | J: -6 | K: 12
16	CC[C@@H](CO)NC(=O)[C@@H]1C=C2c3cccc4c3c(cn4C)C[C@H]2N(C)C1
  A: 13% | B: 6 | C: 2 | D: -2 | E: 11 | F: 1.9 | G: -23 | H: 12 | I: 1.0 | J: / | K: 5
17	CN1CCc2nc(SCC(=O)OC(C)(C)C)c(C#N)cc2C1
  A: 11% | B: -2 | C: 10 | D: 4 | E: -43 | F: 3.2 | G: -4 | H: -16 | I: 1.6 | J: -6 | K: 25

Quoted from the listing (six entries):
Key to letters: A = AID364; B = AID772; C = AID772 condensed nuclei; D = AID772 second; E = HT29 cell growth-1; F = HT29 cell growth-1 condensed nuclei; G = HT29 cell growth-1 ATP viability; H = HT29 cell growth-2; I = HT29 cell growth-2 condensed nuclei; J = HT29 cell growth-2 ATP viability; K = A549 proliferation
12	COC(=O)C(O)(c1c[nH]c2ccccc12)C(F)(F)F (configuration not stated)
  A: -3% | B: -14 | C: 3 | D: -11 | E: -9 | F: 3.2 | G: -9 | H: -8 | I: 2.1 | J: 3 | K: 1
13	CC1(C)CC(n2[nH]c(=O)c3c2NC(=O)CSC3c2ccccc2)CCO1 (configuration not stated)
  A: 5% | B: 13 | C: 9 | D: -15 | E: 29 | F: 12 | G: -9 | H: 68 | I: 3.9 | J: -9 | K: 4
14	COc1ccc2c(c1OC)C(=O)OC2c1c(O)n(C2CCCCC2)c(=O)[nH]c1=O (configuration not stated)
  A: -9% | B: -48 | C: 2 | D: -30 | E: -17 | F: 3.5 | G: -10 | H: -27 | I: 0.9 | J: -12 | K: -1
15	Cc1c(N=Cc2c(O)n(CCc3ccc(F)cc3)c(=O)[nH]c2=O)c(=O)n(-c2ccccc2)n1C
  A: 5% | B: -29 | C: 3 | D: -28 | E: -13 | F: 4.0 | G: -12 | H: 68 | I: 1.6 | J: -6 | K: 12
16	CC[C@@H](CO)NC(=O)[C@@H]1C=C2c3cccc4c3c(cn4C)C[C@H]2N(C)C1
  A: 13% | B: 6 | C: 2 | D: -2 | E: 11 | F: 1.9 | G: -23 | H: 12 | I: 1.0 | J: / | K: 5
17	CN1CCc2nc(SCC(=O)OC(C)(C)C)c(C#N)cc2C1
  A: 11% | B: -2 | C: 10 | D: 4 | E: -43 | F: 3.2 | G: -4 | H: -16 | I: 1.6 | J: -6 | K: 25
